Dengue-2 NS5 capping: flavivirus cap methylation enzyme inhibition – biochemical, confirmation dose response, primary screen (AID 588689); 0.3% of 340,000 active; one-dose inhibition, % at 25 µM; IC50 in µM for titrated hits; Dengue-2 NS5 methyltransferase capping enzyme assay, biochemical; higher % means a stronger effect; in the data active means a potency from the dose series
Rac1 GTP hydrolysis: MgcRacGAP GTPase-activating activity inhibitors, confirmation, biochemical, ADP Hunter fluorescence; MgcRacGAP-stimulated Rac1 GTP hydrolysis, ADP Hunter fluorescence; higher % means a stronger effect; GST-tagged Rac1 F28L mutant substrate; inhibition, % at 30 µM; hits with a dose series show IC50 in µM; 0.6% of 340,000 active; AID 624330;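 active means first-screen hits whose inhibition reached a set limit at any dose in the follow-up dose series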;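 further: fluorescence reports GDP produced by GAP-driven GTP hydrolysis; strong numbers were not always called active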
Dengue-2 NS5 capping pilot replicate: further read-out of Dengue-2 NS5 capping, marked with its call; inhibition, %; measured here: pilot screen replicate inhibition
* hit, by the source's call. These rows are one share of the data (hit frequency here may not be typical).

SMILES	Dengue-2 NS5 capping	Rac1 GTP hydrolysis	others
COc1cc(C)c(CN2CCN(C(=O)CCC(=O)c3ccc(C)s3)CC2)cc1OC	-3.9%	26.4%
CC(C)C[C@@H](CNCC(=O)[C@H](Cc1c[nH]c2ccccc12)NC(=O)c1[nH]cnc1C(=O)N[C@@H](C)CN)NC(=O)c1nc[nH]c1C(=O)N[C@@H](Cc1ccccc1)C(=O)O	14.6%	3.5%	Dengue-2 NS5 capping pilot replicate=2.4
CC(C)N(Cc1ccccc1)C(=O)COC(=O)c1c(F)cccc1F	-8.2%	3.8%
CSCCC(NC(=O)c1ccco1)C(=O)N(C)CC(=O)Nc1ccccc1Br (stereo not drawn)	1.4%	3.0%
COc1ccccc1-c1cccc([C@@H]2C[C@H]3[C@H](CON3C)CN2C(=O)C(C)(C)C)c1	-2.0%	4.1%	Dengue-2 NS5 capping pilot replicate=-2.8
C[C@@H]1CN([C@@H](C)CO)C(=O)CCCn2cc(nn2)CO[C@H]1CN(C)S(=O)(=O)c1ccc(-n2cccn2)cc1	-4.6%	5.7%
O=C(Nc1cccc(S(=O)(=O)N2CCOCC2)c1)c1ccc(=O)[nH]c1	-10.0%	-6.6%
Cc1ccc(S(=O)(=O)NCc2nnnn2-c2ccc(F)cc2)cc1	-2.3%	6.7%
Cc1c(NS(=O)(=O)c2cc(C(=O)N(C)Cc3ccccc3)ccc2Cl)c(=O)n(-c2ccccc2)n1C	12.7%	1.9%
O=C(C1CC(=O)N(c2ccc3c(c2)OCCO3)C1)N1CCN(S(=O)(=O)c2ccc(F)cc2)CC1 (stereo not drawn)	7.4%	9.8%
COc1cccc(CC(=O)Nc2ccc(F)c(S(=O)(=O)N3CCOCC3)c2)c1	-3.6%	1.4%
COc1ccc(S(=O)(=O)N2CCc3ccccc32)cc1C(=O)NCc1ccco1	-1.4%	0.5%
O=C(c1ccoc1)N1CCN(c2cc(-c3ccco3)nc3cc(-c4ccccc4)nn23)CC1	-4.5%	12.0%
CC1CC1C(=O)OCC(=O)Nc1ccc(Cl)cn1 (stereo not drawn)	-2.9%	5.2%
O=C(NN=CC=Cc1ccccc1)C(O)C(O)C(=O)NN=CC=Cc1ccccc1 (stereo not drawn)	-1.6%	-1.2%

The final 4 records of the part before lead into the next:
SMILES	Dengue-2 NS5 capping	Rac1 GTP hydrolysis	others
COc1ccc(S(=O)(=O)N2CCc3ccccc32)cc1C(=O)NCc1ccco1	-1.4%	0.5%
O=C(c1ccoc1)N1CCN(c2cc(-c3ccco3)nc3cc(-c4ccccc4)nn23)CC1	-4.5%	12.0%
CC1CC1C(=O)OCC(=O)Nc1ccc(Cl)cn1 (stereo not drawn)	-2.9%	5.2%
O=C(NN=CC=Cc1ccccc1)C(O)C(O)C(=O)NN=CC=Cc1ccccc1 (stereo not drawn)	-1.6%	-1.2%
C[C@@H]1CN([C@H](C)CO)S(=O)(=O)c2ccc(-c3cccc(C#N)c3)cc2O[C@H]1CN(C)C(=O)Nc1cc(F)ccc1F	-2.8%	17.6%
C[C@@H]1CN([C@@H](C)CO)C(=O)c2cccc(NS(C)(=O)=O)c2O[C@H]1CN(C)Cc1ccc(C(=O)O)cc1	0.0%	4.3%
CCCCCc1cc(OC)cc2c1C(=O)OC(C)(C)O2	1.3%	2.0%	Dengue-2 NS5 capping pilot replicate=-1.2
O=C(CSc1nncn1-c1ccccc1F)NC1CC1	12.1%	-6.8%
COc1ccc(CNC(=O)O[C@H]2C[C@@H]3C(=O)N(c4ccccc4)C(=O)[C@@H]3[C@@H]3CN(S(=O)(=O)c4ccc(C)cc4)C[C@]23O)cc1OC	1.1%	16.4%
COc1ccc(S(=O)(=O)N2CCCCCC2)cc1NC(C)C(=O)Nc1ccc(NC(C)=O)cc1 (stereo not drawn)	-4.5%	5.6%
Cc1ccc(NC(=O)COC(=O)CCc2c(C)nc3ncnn3c2C)cc1	10.3%	6.8%
CCN(C(=O)COC(=O)c1ccc2ccccc2n1)c1c(N)n(Cc2ccccc2)c(=O)[nH]c1=O	1.4%	-6.1%
O=C(NN=Cc1c[nH]c2ccccc12)NN=Cc1c[nH]c2ccccc12	-2.3%	2.1%
CC(C)N(C(=O)[C@H]1C[C@H](CC(=O)NCCCn2ccnc2)C(=O)N2CCc3c([nH]c4cc(CCC(=O)N(C)C)ccc34)[C@]12C)C(C)C	-2.0%	10.0%	Dengue-2 NS5 capping pilot replicate=4.0
O=C(N/N=C/c1ccc(N2CCOCC2)s1)c1ccc(O)cc1	-1.1%	23.5µM*
C=CC[C@H](CC(=O)N(CCO)Cc1ccccc1)C(=O)N[C@H](COC(=O)[C@@H](CC=C)Cc1ccc(F)cc1)Cc1ccccc1	-6.6%	8.9%
CC(=O)c1ccc(NC(=O)C(C)OC(=O)c2ccc(NS(=O)(=O)c3ccc4[nH]c(=O)[nH]c4c3)cc2)cc1 (stereo not drawn)	-6.3%	4.9%
Cc1cccc(NC(=O)c2nc[nH]c2C(=O)NCCCCNC(=O)c2[nH]cnc2C(=O)Nc2cccc(C)c2)c1	-1.7%	8.6%
COc1ccc(NS(=O)(=O)c2cccc(C(=O)O)c2)cc1S(=O)(=O)N1CCCCC1	-6.8%	-2.1%
Cc1cccc(-n2ncc3c2CCCC3NC(=O)c2ccncc2)c1C (stereo not drawn)	-6.0%	-6.6%
CC1CCCN(S(=O)(=O)c2cc(C(=O)NCCc3ccc(S(N)(=O)=O)cc3)ccc2Cl)C1 (stereo not drawn)	-1.4%	-0.7%
Nc1ccc(S(=O)(=O)NN=Cc2ccccc2[N+](=O)[O-])cc1	6.5%	-4.5%
O=C1CCCCC1Nc1ccc(Br)cc1 (stereo not drawn)	-2.7%	6.6%
O=C(N/C(=C\c1ccco1)C(=O)N1CCCCC1)c1ccc([N+](=O)[O-])cc1	3.0%	-2.7%
CC(C)n1ncc2c(C(=O)N3CCN(c4ccccc4)CC3)cc(-c3ccccc3)nc21	0.4%	-2.6%
CC(C)[C@H](NS(=O)(=O)c1ccccc1)C(=O)OCc1cc([N+](=O)[O-])cc2c1OCOC2	1.6%	-4.2%
Cc1n[nH]c2c([N+](=O)[O-])c(=O)[nH]c(=O)n12	-0.4%	2.2%
COc1ccccc1CNC(=O)COC(=O)Cn1cnc2c1c(=O)n(C)c(=O)n2C	1.1%	13.2%
CC1CCCC(C)N1C(=O)COC(=O)c1ccccc1O (stereo not drawn)	-3.1%	2.3%
COc1ccccc1CN(C)C(=O)c1cc(S(=O)(=O)N2CCCCCC2)ccc1OC	-4.4%	14.3%
O=C(COC(=O)COc1ccc(Cl)cc1Cl)NC1CCS(=O)(=O)C1 (stereo not drawn)	-1.5%	4.2%
C=CCC[C@@H](Cc1ccc(F)cc1)C(=O)OC[C@@H](Cc1c[nH]c2ccccc12)NC(=O)[C@@H](CC=C)CC(=O)NCCO	-7.6%	10.1%	Dengue-2 NS5 capping pilot replicate=0.3
O=[N+]([O-])c1ccc2cccnc2c1	-4.6%	9.2%
O=C(COC(=O)C1CCCO1)Nc1nc(-c2ccc(F)cc2)cs1 (stereo not drawn)	2.3%	2.9%
CC(C)(C)OC(=O)N(CCc1ccccc1)Cc1ccccc1OCc1cccc(NC(=O)C2CCCC2)c1	-1.6%	2.0%	Dengue-2 NS5 capping pilot replicate=-3.9
CCC(=O)Nc1ccc(C(=O)NNC(=O)CCCCC(=O)NNC(=O)c2ccc(NC(=O)CC)cc2)cc1	5.0%	25.7%
CCN1C(=O)[C@H]2[C@H]3CN=C(SCc4ccccc4)N3[C@@](C)(C(=O)OC)[C@H]2C1=O	3.3%	13.1%	Dengue-2 NS5 capping pilot replicate=-2.5
Cc1cc(F)ccc1S(=O)(=O)N1CCCOC1CNC(=O)C(=O)NCCc1ccco1 (stereo not drawn)	2.9%	10.5%
CC[C@]1(C(=O)OC)[C@H]2C(=O)N(C)C(=O)[C@H]2[C@H]2CN=C(SCc3ccc(Cl)cc3)N21	3.3%	8.0%	Dengue-2 NS5 capping pilot replicate=-1.8
Cc1ccc(Cc2c(-c3ccc(C)cc3)nc3cc(C)ccn23)cc1	-7.7%	11.5%
C=CCN1C(=O)C(=Cc2ccc3c(c2)CCC3)SC1=S	2.3%	12.7%
CCc1cc(-c2nnn(CCC3COCCO3)c2CC)ccc1-c1cn(Cc2ccccc2)nn1 (stereo not drawn)	-3.5%	8.8%
CN1/C(=C/C(=O)COC(=O)C2COc3ccccc3O2)C(C)(C)c2ccccc21 (stereo not drawn)	0.8%	-1.7%
O=C1CN(C(=O)COC(=O)/C=C/c2ccc(F)cc2)c2ccccc2N1	-4.8%	-3.1%
O=C(Cc1ccc(F)cc1)N[C@@H]1c2ccccc2CC[C@@H]1O	-4.3%	6.5%	Dengue-2 NS5 capping pilot replicate=3.3
COc1cc(C(=O)COC(=O)c2ccco2)cc(OC)c1OC	4.3%	0.2%
COc1ccccc1Cn1c(=O)oc2ccccc21	2.2%	16.8%
COc1ccc(C(=O)NCCCC2CCCC2)cc1OC1CCN(C(C)C)CC1	1.6%	11.7%
Nc1nccc(N2CCCCC2)n1	-1.7%	11.3%
CCCCCCN1C[C@H](n2cc(C3CC3)nn2)[C@@H](O)C[C@@H]1c1ccc(C)cc1	0.0%	14.9%
COc1ccc(S(=O)(=O)N2CCCCC2)cc1NC(=O)C1CC1(Cl)Cl (stereo not drawn)	1.6%	11.3%
CCOc1ccc(NC(=O)COC(=O)c2c[nH]c3ccccc23)cc1	-0.6%	1.9%
Cc1nc(NC(=O)c2ccccc2)sc1-c1cc(C(=O)N2CCOCC2)nn1Cc1ccccc1	-8.8%	10.9%
O=C(CN1C(=O)NC2(CCOc3ccccc32)C1=O)NCc1ccccc1 (stereo not drawn)	-10.0%	-4.0%
COc1cccc(-c2ccc(NC(=O)C3CCCN(Cc4ccccn4)C3)cc2)c1 (stereo not drawn)	-0.6%	13.8%
CCN1C[C@@H]2[C@@H]3C(=O)N(Cc4ccccc4)C(=O)[C@@H]3[C@](C)(C1=O)N2C(=O)c1ccc(C(F)(F)F)cc1	-7.4%	6.6%
CCC(=O)CN(Cc1cc(OC)ccc1OC)S(=O)(=O)c1ccccc1Br	-3.3%	10.5%	Dengue-2 NS5 capping pilot replicate=1.8
C[C@H]1COC(=O)[C@H](Cc2ccc(F)cc2)CC/C=C/C[C@@H](CC(=O)N[C@@H](CO)Cc2ccccc2)C(=O)N1	-4.0%	4.7%
O=C(NCC1CCCO1)c1cn(Cc2ccccc2Cl)nc1-c1ccccc1 (stereo not drawn)	-2.9%	5.0%
CCOC(=O)/C(=N/Nc1ccc(Br)cc1)N1CC(C)OC(C)C1 (stereo not drawn)	8.6%	7.1%
COc1ccc(NC(=O)N(C)C[C@@H]2OCc3cnnn3CCCC(=O)N([C@H](C)CO)C[C@@H]2C)cc1	-8.1%	12.7%
Clc1ccccc1NN=Cc1ccccn1	1.7%	13.2%
N#Cc1ccc(C(=O)NC(=S)N2CCN(C=O)CC2)cc1	0.0%	6.1%
CCOC(=O)c1[nH]c(=S)n(Cc2ccccc2)c1C(=O)OCC	-3.2%	49.6µM*

Next part; it opens with the two that closed the last part.
SMILES	Dengue-2 NS5 capping	Rac1 GTP hydrolysis	others
N#Cc1ccc(C(=O)NC(=S)N2CCN(C=O)CC2)cc1	0.0%	6.1%
CCOC(=O)c1[nH]c(=S)n(Cc2ccccc2)c1C(=O)OCC	-3.2%	49.6µM*
COCCCn1c(=O)/c(=C/c2ccccc2OC(F)F)s/c1=C(\C#N)C(=O)NCCOC	0.0%	-4.8%
CCc1ccc(OCC(=O)NNCC(=O)Nc2ccc(OC)cc2)cc1	2.9%	3.5%
CSc1ncccc1C(=O)Nc1ccccc1N1CCOCC1	-9.3%	5.8%
CCCCn1nc(C(=O)N(C)CC(=O)Nc2ccc(F)c(F)c2F)ccc1=O	-2.2%	8.9%
COc1cc2nc(CN3CCN(S(=O)(=O)c4ccccc4[N+](=O)[O-])CC3)[nH]c(=O)c2cc1OC	-1.7%	12.7%
C[C@@H]1CN([C@H](C)CO)C(=O)CCCn2cc(nn2)CO[C@H]1CN(C)C(=O)Nc1ccc2c(c1)OCCO2	-6.8%	19.6%
CCCCn1c(SCC(=O)c2c(N)n(C3CC3)c(=O)[nH]c2=O)nc2cc(S(N)(=O)=O)ccc21	-8.1%	7.1%
O=C1OC(c2ccccc2)C(O)=C1c1ccccc1 (stereo not drawn)	-2.7%	1.4%
COc1cc([N+](=O)[O-])ccc1NC(=O)COC(=O)c1c[nH]c(=O)[nH]c1=O	-1.6%	0.9%
C[C@H](CO)N1C[C@H](C)[C@@H](CN(C)CC2CCCCC2)Oc2ccc(NC(=O)CCN3CCOCC3)cc2C1=O	-4.1%	7.1%
Cc1ccc(S(=O)(=O)N2C[C@@H](C)[C@]3(C2)[C@H](O)[C@H](OC(=O)NCc2ccccc2)C[C@H]2C(=O)N(c4ccccc4)C(=O)[C@H]23)cc1	-1.1%	10.1%
Cc1ccc(S(=O)(=O)NC2CCCCCC2)cc1	0.8%	0.3%
O=C(c1ccc(F)cc1)N1CCC(C(=O)N2CCCc3ccccc32)CC1	0.6%	7.3%

Gathered by group, the entries above containing two or more sulfur atoms
SMILES	Dengue-2 NS5 capping	Rac1 GTP hydrolysis	others
COc1ccc(NS(=O)(=O)c2cccc(C(=O)O)c2)cc1S(=O)(=O)N1CCCCC1	-6.8%	-2.1%
CC1CCCN(S(=O)(=O)c2cc(C(=O)NCCc3ccc(S(N)(=O)=O)cc3)ccc2Cl)C1 (stereo not drawn)	-1.4%	-0.7%
C=CCN1C(=O)C(=Cc2ccc3c(c2)CCC3)SC1=S	2.3%	12.7%
CCCCn1c(SCC(=O)c2c(N)n(C3CC3)c(=O)[nH]c2=O)nc2cc(S(N)(=O)=O)ccc21	-8.1%	7.1%

From PubChem BioAssay
